From PubChem
S3 lipid droplet: qHTS Assay for Lipid Storage Modulators in Drosophila S3 Cells | Potency in µM for hits, for the others lipid storage change, negative = inhibition, % at the top dose, mostly 46.1 µM | 0.64% of 320,000 active | Drosophila S3 cells, BODIPY lipid droplet fluorescence, 18-24 h; cells fed with added oleic acid | AID 2685; active means well fitted inhibition curve with a large enough effect in the signal ratio, with a control signal flat, not every such curve was filed as active; inconclusive means small, poorly fitted or top-dose-only effect, or effect the other way, or a change in a side signal; the % refers to the signal ratio
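Drosophila S3 cells got compounds at several concentrations plus oleic acid (400 uM solution). Laser-scanning cytometry with 488 nm excitation read lipid droplets at 500-530 nm and cells at 575-640 nm. Percent activity was relative to 20 uM Triacsin C.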
S3 lipid droplet cell count max: also measured in S3 lipid droplet; calls as there; cell number change, %; measured here: cell count max response;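 cells counted by Cell Tracker Red CMTPX staining in the red channel; peak over a dose series mostly up to 46.1 µM; percent activity relative to internal control wells on each plate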
The depositor's hits bear a star; i = inactive; ? = inconclusive; . = not tested or not shown. On the % scale 0 is the no-effect control and ±100 the full control effect; potency means the concentration at half of the fitted maximal effect. The list is partial; rates above refer to the full screens.

Molecule,S3 lipid droplet,S3 lipid droplet cell count max
COc1cc2c(cc1OC)C(C)N(CC(=O)Nc1ccc(C)c(S(=O)(=O)N3CCOCC3)c1)CC2 (stereo not given),?,.
COc1ccc2cc(C(=O)NCc3ccccc3)c(=Nc3ccc(C(=O)O)cc3)oc2c1,?,.
COc1ccc(C)cc1NC(=O)CSc1nnc2ccc(-c3cccnc3)nn12,21%,16
Cn1c(CNC(=O)CCNC(=O)c2cccc(Cl)c2)cc(=O)n(C)c1=O,i,14
O=C(CSc1nc(N2CCCCC2)nc(N2CCCCC2)n1)N1CCc2ccccc21,i,6
CC(C)OCC(O)CN1CCN(CC(O)COc2ccc3c(c2)OCO3)CC1 (stereo not given),5%,-14
O=c1c2c([nH]c3ccccc13)CCC2,-22%,-2
Cc1cnc(=O)[nH]c1SCc1cccc(C(F)(F)F)c1,?,.
CSc1nncc(/C(C)=N\Nc2ccccc2)n1,13%,-18
C=CCn1c(C)cc(C(=O)CSc2n[nH]c(N)n2)c1C,-11%,5
COC(=O)C(Cc1ccc(O)cc1)NC(=O)C(CC(=O)OC(C)(C)C)NC(=O)OC(C)(C)C (stereo not given),?,.
CC(=O)NC1CCC(C(=O)O)(c2ccccc2)C1 (stereo not given),-8%,-14
Cc1nc2cc(-c3cccc(F)c3)nn2c(C)c1CCC(=O)N1CCN(c2ccccn2)CC1,2%,4
COC(=O)/C=C/c1ccc2c(c1)OCO2,16%,-9
Cc1cc2oc(=O)cc(CN(C)Cc3ccccc3F)c2cc1Cl,?,.
COC(=O)C(CCSC)NC(=O)C(NC(=O)C1CCC(C)CC1)C(C)C (stereo not given),?,.
COCCOC(=O)c1[nH]c2c(c1C)C(=O)CC(c1ccc(N(C)C)cc1)C2 (stereo not given),?,.
COc1cccc(-c2ccc3ncnc(NCc4cccs4)c3c2)c1,?,.
C=CCOc1cccc(CNn2cn[nH]c2=S)c1,16%,3
O=C1OCCN1CCNCc1cn(-c2ccc(F)cc2)nc1-c1ccccc1Cl,23%,.
Cc1nc(-c2ccccc2)sc1C1(C)CC(c2ccc([N+](=O)[O-])cc2)=NO1 (stereo not given),13%,9
COc1ccc(C2C3=C(CC(C)(C)CC3=O)N(CC(=O)O)C3=C2C(=O)CC(C)(C)C3)cc1OC,3%,-18
Cc1ccc(-n2nc(C(=O)O)c(O)cc2=O)cc1,i,.
CCCCNCCCCOc1ccccc1,?,.
CCCCNS(=O)(=O)c1ccc2nc(-c3cccnc3)cc(C(=O)NC(C)C)c2c1,3%,5
CC1CCN(C(=O)C2Cc3ccccc3CN2S(=O)(=O)c2ccc(F)cc2)CC1 (stereo not given),-3%,-30
Cc1nnc(NC(=O)c2ccc(S(=O)(=O)N(C)c3ccccc3)cc2)s1,?,.
CC(Sc1cccc[n+]1[O-])C(=O)Nc1ccc(Oc2ccccc2)cc1 (stereo not given),?,.
CCN(CC)S(=O)(=O)c1cccc(-c2n[nH]c(=S)n2/N=C/c2ccc(OC)cc2)c1,?,.
O=C1C2CCCCN2C(=O)N1CCCN1CCN(c2ccc(F)cc2)CC1 (stereo not given),1%,23

Record cards, as listed above. Values in the order: S3 lipid droplet | S3 lipid droplet cell count max
`COC(=O)C(CCSC)NC(=O)C(NC(=O)C1CCC(C)CC1)C(C)C` (stereo not given) is listed as ? | .
`Cc1ccc(-n2nc(C(=O)O)c(O)cc2=O)cc1` is listed as i | .

Structures shown so far that contain two or more sulfur atoms, in the order listed:
Molecule,S3 lipid droplet,S3 lipid droplet cell count max
Cc1nnc(NC(=O)c2ccc(S(=O)(=O)N(C)c3ccccc3)cc2)s1,?,.
CCN(CC)S(=O)(=O)c1cccc(-c2n[nH]c(=S)n2/N=C/c2ccc(OC)cc2)c1,?,.

Other entries:
Molecule,S3 lipid droplet,S3 lipid droplet cell count max
Cc1ccc(/C=C(\NC(=O)c2ccccc2)C(=O)N2CCCC2C(=O)O)cc1 (stereo not given),?,.
CCN(CC)S(=O)(=O)c1ccc(/C=C/C(=O)OCC(=O)N(C(C)C)C(C)C)cc1,?,.
O=C(CN1CCN(C2CCCCC2)CC1)c1ccc2cc[nH]c2c1,?,.
COCCOC(=O)c1c(C)n(C)c2ccc(OC(=O)N3CCOCC3)cc12,?,.
CCNC(=O)CSC1=N/C(=C\c2ccc(O)c(OCC)c2)C(=O)N1c1ccc(OC(F)F)cc1,?,.
CCc1ccccc1S(=O)(=O)Cc1ccc(C(=O)NCC2CCCO2)o1 (stereo not given),-27%,.
COc1ccccc1CNC(=O)COC(=O)c1ccc(C)c(S(=O)(=O)N2CCCCC2)c1,?,.
COc1cccc(/C=N/c2sc(Cc3ccccc3)c(C)c2C(N)=O)c1O,?,.
C=CCn1c(C)cc(C(=O)COC(=O)c2ccc3c(c2)NC(=O)CS3)c1C,?,.
COC(=O)c1cnc2c(c(C)nn2C)c1OC,14%,-10
O=C(CCCN1C(=O)c2cccc3cccc(c23)C1=O)NCc1ccco1,2%,1
COc1ccc(C2NC3=C(CCC3)C3(C#N)C(OC)(OC)N=C(N)C23C#N)cc1 (stereo not given),?,.
COc1ccc(C(=O)/C=C\N2CCOCC2)cc1,?,.
CC1(C)Cc2ccccc2C(=NCCCCCC(=O)O)N1,0%,10
COC(=O)C1=C(C)N(Cc2cccnc2)C(=O)/C1=C\c1sccc1C,18%,0
COC(=O)CCC(=O)Nc1nnc(C(F)(F)F)s1,?,.
O=C(CSc1nnc(-c2ccco2)o1)c1ccccc1,?,.
Cc1n[nH]c(=S)n1/N=C/c1ccccc1OCc1ccc(Cl)cc1,?,.
CCCCc1cc(=O)oc2c(C)c(OCC(=O)N3CCC(C(N)=O)CC3)ccc12,8%,26
Cc1ccc(S(=O)(=O)NCC2CCC(C(=O)N3CCN(C)CC3)CC2)cc1 (stereo not given),?,.
CC(C)N(Cc1nc(-c2ccccc2)no1)C(=O)c1ccc2c(c1)OCO2,?,.
COC(=O)c1ccc(OCC(=O)N2CCCc3ccccc32)cc1,?,.
O=C1Cc2cc(S(=O)(=O)NCc3ccccc3Cl)cc3c2N1CCC3,-18%,-19
Cc1ccc(C)c2c1cc(C)c1nnc(SCC(=O)Nc3nc4c(s3)CCCC4)n12,?,.
O=C(Nc1ccc(OC(F)(F)F)cc1)C1CCCCN1S(=O)(=O)c1ccccc1 (stereo not given),?,.
O=C(c1coc(=O)c(Br)c1)N1CCCc2ccccc21,?,.
CCN(c1ccccc1)S(=O)(=O)c1cnc[nH]1,-19%,-7
COc1nn(CC(=O)N2N=C(C)CC2(O)C(F)F)cc1[N+](=O)[O-] (stereo not given),-3%,6
COc1ccc(NC(=O)CN(C)S(=O)(=O)c2ccccc2)c([N+](=O)[O-])c1,2%,-9
Cc1ccc(-c2nnn(CC(=O)N(CC3CCCO3)C(C(=O)NC3CCCC3)c3ccc(O)cc3)n2)o1 (stereo not given),9%,4
COC(=O)C(C)Sc1nc(NCc2ccccc2)nc(N(C)C)n1 (stereo not given),?,.
CC(CC(=O)Nc1nccs1)c1ccccc1 (stereo not given),15%,12
COC(=O)c1c(NC(=O)COC(=O)CNC(=O)C2CCCCC2)sc(C)c1C,0%,-22
Cc1ccc(C2=Nc3ccccc3NC(C)(c3ccc(C)o3)C2)o1 (stereo not given),?,.
O=C(Nc1ccc(C(=O)O)cc1)Nc1ccc([N+](=O)[O-])cc1,?,.
CC1=CC(C)(C)NC(=S)N1C(C)c1ccccc1 (stereo not given),10%,21
Cc1ccc2nc(N(CCCN(C)C)C(=O)c3ccc(S(=O)(=O)N4CCCCCC4)cc3)sc2c1,?,.
C(=C\c1ccccc1)/C=N/Nc1nc(N2CCOCC2)nc(N2CCOCC2)n1,-16%,-5
Cc1ccc(C)c(CSc2nc(-c3ccco3)nc3c2c(=O)n(C)c(=O)n3C)c1,9%,11
COc1ccc(CCNC(C(=O)Nc2cc(C)cc(C)c2)c2ccccc2)cc1 (stereo not given),?,.
NS(=O)(=O)c1ccc(NC(=S)NC(=O)/C=C/c2cccs2)cc1,?,.
CCOc1ccc(NC(=O)CSc2nc3[nH]ncc3c(=O)[nH]2)cc1,12%,15
COc1cc(S(=O)(=O)N2CCN(Cc3cccs3)CC2)ccc1NC(C)=O,?,.
Cc1cc(OCC(=O)NC(Cc2c[nH]c3ccc(O)cc23)C(=O)O)c2c(C)c(C)c(=O)oc2c1 (stereo not given),i,24
FC(F)(F)c1nc2ccccc2n1CCNc1nc(CN2CCCCC2)cs1,-15%,7
CN1CCN(S(=O)(=O)c2cccc(C(=O)NCc3ccccc3Cl)c2)CC1,2%,-8
Cc1cc(C)n(-c2nnc(C)n2/N=C/c2ccccc2O)n1,18µM*,-5.6*
CN1CCCC(OC(=O)c2ccc3c(c2)OCCO3)C1 (stereo not given),0%,4
CC(C)CN(C(=O)c1ccc2c(c1)OCCO2)c1c(N)n(Cc2ccccc2)c(=O)[nH]c1=O,12%,14
COc1cc(NS(=O)(=O)c2ccc(NC(=O)c3ccc([N+](=O)[O-])cc3)cc2)ncn1,16%,11
COc1ccc(OC2CCN(S(=O)(=O)c3ccccc3)CC2)cc1,12%,-5
COc1ccc(/C=C2/SC(=O)N(CCNC(=O)CC(NC(C)=O)c3ccccc3)C2=O)cc1 (stereo not given),-2%,-3
O=C(Nc1ccccc1)c1ccccc1OS(=O)(=O)c1ccccc1,?,.
O=C(NCCCn1ccnc1)/C(=C\c1cccnc1)NC(=O)c1ccccc1Br,?,.
COc1ccc(N=c2oc3cc(O)ccc3cc2C(=O)NCC2CCCO2)c(OC)c1 (stereo not given),?,.
O=C(OCc1cccs1)c1ccccc1NS(=O)(=O)c1ccc2c(c1)OCCO2,?,.
Cc1ccc(S(=O)(=O)N2CCC(C(=O)Nc3ccc(S(=O)(=O)N4CCCC4)cc3)CC2)cc1,?,.
O=C(NCCn1cc(SCc2ccccc2)c2ccccc21)c1ccccc1F,?,.
CC(C)CN(C)Cc1c(C(=O)N2CCc3ccccc3C2)nc2ccc(Cl)cn12,-6%,-17
Cc1cnn2c(C3CC3)ccnc12,21%,5

Quoted from above, 4 compounds:
Molecule,S3 lipid droplet,S3 lipid droplet cell count max
Cc1ccc(S(=O)(=O)N2CCC(C(=O)Nc3ccc(S(=O)(=O)N4CCCC4)cc3)CC2)cc1,?,.
O=C(NCCn1cc(SCc2ccccc2)c2ccccc21)c1ccccc1F,?,.
CC(C)CN(C)Cc1c(C(=O)N2CCc3ccccc3C2)nc2ccc(Cl)cn12,-6%,-17
Cc1cnn2c(C3CC3)ccnc12,21%,5

More compounds
Molecule,S3 lipid droplet,S3 lipid droplet cell count max
O=C(O)c1cc([N+](=O)[O-])cc2c1nnn2O,?,.
COC(=O)c1ccc(NC(=O)C23CCC(C)(C(=O)O2)C3(C)C)cc1 (stereo not given),-5%,-8
Cc1nc(C(F)(F)F)c(C(=O)NC(=O)Nc2ccc(OC(F)(F)F)cc2)s1,i,.
Cc1noc(NS(=O)(=O)c2ccc(NC(=O)C(CC(C)C)N3C(=O)c4ccccc4C3=O)cc2)c1C (stereo not given),?,.
Cc1nn(C(C)C(=O)N2CCc3ccccc32)c(C)c1[N+](=O)[O-] (stereo not given),12%,2
O=C(O)Cc1ccc2c(c1)N(S(=O)(=O)c1cccc(C(F)(F)F)c1)CC(C(=O)O)O2 (stereo not given),18%,-10
NNC(=O)C(Cc1ccc(O)cc1)N1Cc2ccccc2C1=O (stereo not given),?,.
COc1ccc(-c2cc(C(=O)Nc3c(C)n(C)n(-c4ccccc4)c3=O)c3ccccc3n2)cc1,?,.
CSc1ccccc1NC(=O)CN(c1ccccc1Br)S(C)(=O)=O,17%,5
COc1ccc(NC(=S)N/N=C/c2cccn2Cc2ccc(F)cc2Cl)cc1,5%,3
CC(C)N1CCCC(CNC(=O)CCc2nnc(CCCCc3ccccc3)o2)C1 (stereo not given),?,.
Cc1cccc2nc(-c3cccc(NC(=O)c4ccc(Cl)cc4)c3)cn12,i,.
Cc1ccnc2ccc(P(=O)(c3ccccc3)c3ccccc3)cc12,i,.
O=C(NCCCCc1ccccc1)C1CC(c2ccc([N+](=O)[O-])cc2)=NO1 (stereo not given),?,.
c1ccc(Cc2cc(-c3ccccc3)on2)cc1,6%,5
CC12CC3CC(C)(C1)CC(C(=O)NCc1ccncc1)(C3)C2,18%,12
Cc1nc2cc(NCc3cc([N+](=O)[O-])ccc3O)ccc2n1Cc1ccccc1,?,.
COc1cc2[nH]c(=S)n(Cc3ccc(C)cc3)c(=O)c2cc1OC,?,.
Cc1ccc(NC(=O)CN2C(=O)NC(Cc3c[nH]c4ccccc34)C2=O)cc1S(=O)(=O)N1CCCCC1 (stereo not given),?,.
Cc1ccccc1N(CC(=O)NCCc1ccccc1)C(=O)CCC(=O)Nc1ccccn1,?,.
CCCCCCCCCCC[N+](C)(C)CC/C=C1/c2ccccc2Sc2ccc(Cl)cc21,?,.
CSc1ccccc1NC(=O)COc1ccc(Cl)cc1C,28%,11
O=C(NCc1ccc(Cl)c(Cl)c1)c1cccnc1,?,.
